# From PubChem BioAssay
# GLP-1R agonist: agonists of human GLP-1 receptor | AID 624172 | P43220 | 380,000 tested, 0.007% active | HEK293 GLP-1R CRE-luciferase, luminescence, 4-6 h; cells express a hypersensitive GLP-1R form | Potency, µM (highest dose often 45.6 µM), for the others: top-dose activation, actives largely listed as activators; further: % of control where 0% means no effect
# Target sequence (P43220 whole entry, looked up): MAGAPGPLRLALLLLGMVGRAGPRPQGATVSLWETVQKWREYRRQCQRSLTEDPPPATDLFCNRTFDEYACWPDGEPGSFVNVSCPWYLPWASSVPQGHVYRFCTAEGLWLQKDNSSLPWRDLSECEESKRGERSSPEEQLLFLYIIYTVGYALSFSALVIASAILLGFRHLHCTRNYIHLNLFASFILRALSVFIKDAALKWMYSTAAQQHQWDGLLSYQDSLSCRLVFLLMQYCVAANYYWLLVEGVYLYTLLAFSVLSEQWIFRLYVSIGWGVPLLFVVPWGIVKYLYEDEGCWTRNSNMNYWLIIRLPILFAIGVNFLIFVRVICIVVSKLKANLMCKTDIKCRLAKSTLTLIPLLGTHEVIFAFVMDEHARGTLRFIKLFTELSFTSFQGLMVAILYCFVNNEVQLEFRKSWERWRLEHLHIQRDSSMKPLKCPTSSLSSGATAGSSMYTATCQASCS
# HEK293 tox: cytotoxicity counter-screen for GLP-1 receptor inverse agonists. AID 624418. Potency, µM (highest dose often 38.3 µM), inactives show top-dose activity change, negative = inhibition, usual class: inhibitors. HEK293 cAMP-luciferase reporter cells, luminescence, 24 h. 410,000 tested, 0.13% active;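 further: loss of luciferase light is scored as toxicity; on the % scale 0 is the no-effect control and ±100 the full control effect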
#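 1536-well qHTS counterscreen of the MLSMR; 200 cells/uL, 12 h pre-incubation, 23 nL cpd, 24 h at 37 deg C 5% CO2, luciferase detection reagent, 12 min RT, luminescence. Inhibition = undesired.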
# KB-3-1 tox: KB-3-1 parental cell cytotoxicity | 400,000 tested, 1.4% active | KB-3-1 viability, CellTiter-Glo ATP luminescence, 72 h | Potency, µM (highest dose often 46.1 µM), without a hit: at the top dose activity change, negative = cytotoxic, usual class: cytotoxic | AID 1347075; further: on the % scale 0 is the no-effect control and ±100 the full control effect; nearly all actives have a fitted effect of over 60% in size
#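 Screening of KB-3-1 cells (DMEM, 10% FBS, phenol-red free) ran from lowest to highest compound concentration; after 72 h at 37 °C viability was read luminescently and curves fitted.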
# HT1080 IDH1KD tx: toxicity to HT-1080 IDH1 knockdown cells (counter line) | HT-1080 IDH1 knockdown viability, ATP luminescence, 48 h | AID 686971 | 360,000 tested, 2% active | Potency, µM (top dose mostly 46.1 µM), without a hit: top-dose activity, negative = toxicity, hits mostly cytotoxic;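 further: 0% = DMSO wells and -100% = cell-free medium wells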
#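 Assay cells: HT-1080 with IDH1 knockdown, 750 per well, RPMI/5% FBS. Exposure: 48 h at 37 °C following 2 h pre-incubation. Read: CellTiter-Glo luminescence; fitted concentration-response, curve class assigned.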
# KB-V1 MDR tox: KB-V1 MDR subline cytotoxicity; KB-V1 MDR cells viability, CellTiter-Glo, 72 h; Potency, µM (doses to about 46.1 µM), for the others: at the highest dose activity change, negative = cytotoxicity, hits mostly cytotoxic; 400,000 tested, 3.4% active; further: on the % scale 0 is the no-effect control and ±100 the full control effect; nearly all actives have a fitted effect of over 60% in size
#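 qHTS viability screen in drug-selected KB-V1 MDR cells: 72 h compound treatment at 37 degrees C, ATP luminescence end point.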
# HT1080NT lethal: kills 2HG-producing HT-1080-NT fibrosarcoma cells; HT-1080-NT fibrosarcoma viability, CellTiter-Glo ATP luminescence, 48 h; Potency, µM (doses to about 46.1 µM), without a hit: top-dose activity, negative = less viability, most hits filed as cytotoxic; 360,000 tested, 1.6% active; AID 686970;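 further: NT is the 2HG producing partner of a matched IDH1 knockdown line; 0% = DMSO-treated cells and -100% = media-only wells without cells; nearly all actives have a fitted effect of over 55% in size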
#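 HT-1080-NT fibrosarcoma cells (2HG-overproducing), 750 cells/well in RPMI with 5% FBS, dosed after 2 h and incubated 48 h at 37C. CellTiter-Glo luminescence normalized to DMSO and no-cell wells; concentration-response curves fitted and classed.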
# TDP43 rescue: rescues yeast growth from TDP-43 toxicity | TDP-43 expressing yeast growth rescue, BacTiter-Glo, 24 h | Potency, µM (series often up to 46.1 µM), without a hit: top-dose growth rescue (activation), actives largely listed as activators | 410,000 tested, 1.8% active | AID 652104; further: % of control where 0% means no effect; nearly all actives have a fitted effect of over 50% in size
#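 Luminescence from BacTiter-Glo reports growth of TDP-43-expressing yeast after 24 hr at 30 deg C with compound. Cells were raffinose-pregrown to mid-log, then seeded in galactose medium at OD600=0.02.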
# SW480 rerep: induces DNA re-replication in SW480 colon adenocarcinoma cells | SW480 DNA re-replication, Hoechst DNA content imaging, 48 h | Potency, µM (doses to about 46.1 µM), without a hit: top-dose re-replication activation, actives largely listed as activators | 340,000 tested, 1.8% active | AID 624297; further: % of control where 0% means no effect; nearly all actives have a fitted effect of over 55% in size
#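 250 cells/well; 23 nL cpd via pin tool; 48 hr, 37 C, 5% CO2; Hoechst 40 min; imager read of total nuclear intensity, ex 405/em 500-530 nm.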
# GLP1R inv ag: acts as inverse agonist at human GLP-1 receptor | HEK293 GLP-1R CRE-luciferase, luminescence, 24 h; GLP-1R form is constitutively active | 410,000 tested, 1.6% active | P43220 | Potency, µM (titrated, usually from 38.3 µM), for the others: at the top dose activity change, negative = inhibition, hits mostly inhibitors; further: on the % scale 0 is the no-effect control and ±100 the full control effect; nearly all actives have a fitted effect of over 55% in size
#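 HEK293 cells stably co-expressing constitutively active GLP-1R and a cAMP-responsive luciferase reporter were seeded in DMEM with 10% Nu serum, given compounds after 12 h, and incubated 24 h at 37 deg C. Luminescence was then read.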
# * = called active by the depositor; ? = inconclusive; . = no result given; [ ] = remark or other dose. The call rests on the fitted dose curve; in most records, active means well fitted curve in the direction sought with a large enough effect; inconclusive means small, poorly fitted or top-dose-only effect, or another doubt; inactive means no such curve, though single readings can be large; an effect the other way counts as inactive or inconclusive. Potency means the concentration at half of the fitted maximal effect.
[1] Cc1ccccc1N(C(=O)Cc1ccsc1)C(C(=O)NC1CCCCC1)c1ccc(F)cc1 (stereo not drawn)
[2] CC1CC(C)CN(C(=O)Cn2c(=O)oc3cc(S(=O)(=O)N4CCCC4)ccc32)C1 (stereo not drawn)
[3] C[C@H](CO)N1C[C@H](C)[C@@H](CN(C)C(=O)Nc2ccccc2)Oc2ncc(-c3ccc(C#N)cc3)cc2C1=O
[4] Cc1[nH][nH]c(=O)c1C(c1ccc(-c2ccccc2C(=O)O)o1)c1c(C)[nH][nH]c1=O
[5] CCCC/C(O)=C1\C(=O)CCCC1=NCCc1c(C)[nH]c2ccccc12
[6] Cc1ccc2c(c1)N(C(=O)CCC(=O)N1CCCCC1)CCO2
entry no.,1,2,3,4,5,6
GLP-1R agonist,1%,-2%,23%,6%,-1%,0%
HEK293 tox,3%,11%,4%,-14%,-10%,-9%
KB-3-1 tox,1%,-2%,7%,5%,-1%,-4%
HT1080 IDH1KD tx,0%,-7%,-16%,5%,0%,7%
KB-V1 MDR tox,-3%,-2%,6%,0%,-30%,-16%
HT1080NT lethal,0%,-2%,-13%,1%,0%,12%
TDP43 rescue,-13%,0%,5%,-8%,14%,9%
SW480 rerep,17%,-37%[inhibitor],.,1%,-3%,0%
GLP1R inv ag,-20%,9%,7%,-12%,?,6%

[7] O=C(O)c1cccnc1C(=O)N1CCc2c([nH]c3ccccc23)C1C(F)(F)F (stereo not drawn)
[8] CC(NC(=O)/C(=C/c1ccc(OC(F)F)cc1)c1ccccc1)c1ccccc1 (stereo not drawn)
[9] OC[C@@H]1CN(Cc2ccco2)C[C@H](n2cnc3c(NCc4ccc(F)cc4)ncnc32)O1
[10] O=C(Nc1cccc(-c2cccc(F)c2)c1)C1CCN(C2CCC2)CC1
[11] Clc1ccc(Oc2ccccc2)c2ncccc12
[12] CCCc1nnc(NC(=O)c2ccc([N+](=O)[O-])cc2)s1
entry no.,7,8,9,10,11,12
GLP-1R agonist,-11%,-13%,2%,6%,11%,1%
HEK293 tox,-2%,21%,-6%,3%,1%,-8%[1.53 µM]
KB-3-1 tox,11%,?,0%,1%,-2%,?
HT1080 IDH1KD tx,4%,-12%,4%,0%,0%,9%
KB-V1 MDR tox,0%,6.5µM*,-1%,23%,16%,-10%
HT1080NT lethal,-3%,-10%,18%,?,-2%,15%
TDP43 rescue,-7%,6%,0%,-2%,24%,10%
SW480 rerep,-16%[9.22 µM],19%,.,-8%,-6%,-3%
GLP1R inv ag,17%,4.5µM*,6%,1%,?,3%

[13] COc1ccc(Nc2ccc(S(=O)(=O)N3CCCCCC3)cc2[N+](=O)[O-])cc1
[14] O=C(NCc1nc(-c2ccc(Cl)cc2)no1)c1ccco1
[15] CCc1ccc(N2CC(C(=O)OCC(=O)Nc3ccc(C(C)=O)cc3)CC2=O)cc1 (stereo not drawn)
[16] O=C(c1ccco1)N1CCN(Cc2cc(=O)c(OCc3c(F)cccc3Cl)co2)CC1
[17] Cc1ccc(/C=C/C(=O)NCc2cccs2)c(C)c1
[18] COc1ccc2cc(C(=O)C3CCCN(C(=O)C4=NN(C)C(=O)CC4)C3)ccc2c1 (stereo not drawn)
entry no.,13,14,15,16,17,18
GLP-1R agonist,9%,4%,-8%,22%,1%,11%
HEK293 tox,3%,4%,6%,7%,-8%,-2%
KB-3-1 tox,?,?,0%,17%,5%,11%
HT1080 IDH1KD tx,-16%,-10%,13%,15%,-1%,10%
KB-V1 MDR tox,2.9µM*,-10%,?,-6%,-9%,15%
HT1080NT lethal,-14%,-3%,8%,19%,12%,2%
TDP43 rescue,0%,-14%,10%,-6%,.,17%
SW480 rerep,-145%[inhibitor],-1%,-15%,-73%[inhibitor],-32%[inhibitor][1.84 µM],1%
GLP1R inv ag,?,-24%,11%,0%,11%,5%

# The list goes on (four carried over from the part before).
[15] CCc1ccc(N2CC(C(=O)OCC(=O)Nc3ccc(C(C)=O)cc3)CC2=O)cc1 (stereo not drawn)
[16] O=C(c1ccco1)N1CCN(Cc2cc(=O)c(OCc3c(F)cccc3Cl)co2)CC1
[17] Cc1ccc(/C=C/C(=O)NCc2cccs2)c(C)c1
[18] COc1ccc2cc(C(=O)C3CCCN(C(=O)C4=NN(C)C(=O)CC4)C3)ccc2c1 (stereo not drawn)
[19] O=C(O)C(=Cc1ccnc2ccccc12)C(=O)O
[20] CCOc1c2ccc(C(=O)NC3CCCc4ccccc43)cc2nn1C (stereo not drawn)
[21] COc1ccc(NC(=O)CSc2ccc3nc(-c4ccccc4)cn3n2)cc1OC
[22] C=CCCC(=O)N1CCCC(C(=O)c2cccc(OC)c2)C1 (stereo not drawn)
[23] Cc1ccc(CN2CCNC(=O)C2CC(=O)NCCCn2nnc3ccccc32)cc1 (stereo not drawn)
[24] COc1ccc(CN(C)S(=O)(=O)c2nnc(NC(=O)c3cccc(F)c3)s2)cc1OC
entry no.,15,16,17,18,19,20,21,22,23,24
GLP-1R agonist,-8%,22%,1%,11%,-3%,3%,.,7%,5%,-2%
HEK293 tox,6%,7%,-8%,-2%,-30%,-11%,2%,10%,2%,-3%
KB-3-1 tox,0%,17%,5%,11%,6%,2%,3%,3%,-1%,-6%
HT1080 IDH1KD tx,13%,15%,-1%,10%,0%,4%,.,2%,-1%,-16%
KB-V1 MDR tox,?,-6%,-9%,15%,20%,-1%,0%,?,17%,0%
HT1080NT lethal,8%,19%,12%,2%,0%,11%,.,-1%,2%,-17%
TDP43 rescue,10%,-6%,.,17%,-4%,?,0%[9.22 µM],3%,10%,-9%
SW480 rerep,-15%,-73%[inhibitor],-32%[inhibitor][1.84 µM],1%,.,25%,.,2%,.,?
GLP1R inv ag,11%,0%,11%,5%,-2%,11%,1%,6%,-14%,100%[activator]

# Next section, starting with the last 3 of the part before.
[22] C=CCCC(=O)N1CCCC(C(=O)c2cccc(OC)c2)C1 (stereo not drawn)
[23] Cc1ccc(CN2CCNC(=O)C2CC(=O)NCCCn2nnc3ccccc32)cc1 (stereo not drawn)
[24] COc1ccc(CN(C)S(=O)(=O)c2nnc(NC(=O)c3cccc(F)c3)s2)cc1OC
[25] Cc1noc(C)c1NC(=O)N(C)C[C@@H]1Oc2ncc(Br)cc2C(=O)N([C@@H](C)CO)C[C@H]1C
[26] O=C(COC(=O)CCC(=O)c1ccccc1)NCCc1ccccc1
[27] O=C(NC(=S)NC1CCCc2ccccc21)c1ccco1 (stereo not drawn)
[28] N#Cc1ccc(C(C(=O)NC2CCCCC2)n2c(=O)c(-c3ccco3)nc3ccccc32)cc1 (stereo not drawn)
[29] COc1cc(C2CC(=O)Nc3cc(C)c(C)cc32)cc(OC)c1OC (stereo not drawn)
[30] COc1cccc(N2CCN(c3ncc4c(n3)CCN(Cc3ccc(Br)cc3)C4)CC2)c1
entry no.,22,23,24,25,26,27,28,29,30
GLP-1R agonist,7%,5%,-2%,-3%,0%,26%,.,0%,.
HEK293 tox,10%,2%,-3%,-14%,5%,?,-1%,-1%,-9%
KB-3-1 tox,3%,-1%,-6%,15%,3%,-6%,-5%,9.2µM*,?
HT1080 IDH1KD tx,2%,-1%,-16%,10%,1%,-8%,-3%,?,.
KB-V1 MDR tox,?,17%,0%,-5%,?,3%,-15%,16µM*,-20%
HT1080NT lethal,-1%,2%,-17%,13%,-2%,-17%,-8%,?,.
TDP43 rescue,3%,10%,-9%,18%,-12%,?,14%,12%,6%
SW480 rerep,2%,.,?,.,-1%,1%,.,?,.
GLP1R inv ag,6%,-14%,100%[activator],22%,2%,?,12%,-8%,?

[31] CC1CCCCN1C(=O)CSc1nc(N)cc(=O)[nH]1 (stereo not drawn)
[32] O=C(COC(=O)CNS(=O)(=O)c1ccccc1)Nc1ncc(Cl)cc1Cl
[33] CCOc1ccc(C2C(C(=O)Nc3ccc(Cl)cc3)=C(C)Nc3nc(C(F)(F)F)nn32)cc1 (stereo not drawn)
[34] Cc1nnc(-c2ccccc2)nc1N(C)C
[35] C=C[C@@H]1c2cccc(C)c2N(S(=O)(=O)c2ccc(C)cc2)[C@H](c2ccc(OC(C)=O)cc2)C1(C#N)C#N
[36] CC1(c2ccc(Cl)cc2)NC(=O)N(CC(=O)c2ccc3c(c2)OCO3)C1=O (stereo not drawn)
entry no.,31,32,33,34,35,36
GLP-1R agonist,-1%,-2%,.,6%,-3%,-1%
HEK293 tox,-12%,0%,3%,1%,-23%,13%
KB-3-1 tox,2%,0%,7%,2%,?,15%
HT1080 IDH1KD tx,6%,-3%,.,19%,-27%,0%
KB-V1 MDR tox,11%,3%,2%,-13%,-20%,8%
HT1080NT lethal,6%,-6%,.,21%,?,-5%
TDP43 rescue,0%,-16%,14%,13%,16%,11%
SW480 rerep,-4%,-5%,.,0%,-9%,-4%
GLP1R inv ag,6%,8%,-19%,7%,?,-36%

[37] CCCCN(CC(=O)Nc1cccc(S(=O)(=O)N2CCCC2)c1)Cc1nc2ccccc2c(=O)[nH]1
[38] CCc1cccc(N(C(=O)c2csnn2)C(C(=O)NC2CCCCC2)c2ccncc2)c1 (stereo not drawn)
[39] O=C(CCCN1C(=O)c2ccccc2C1=O)Nc1nc2ccccc2[nH]1
[40] CC(=Nc1ccccc1C(F)(F)F)c1ccncc1
[41] Cc1nn(Cc2ccccc2)c2c1C(c1ccncc1)C(C#N)=C(N)O2 (stereo not drawn)
[42] CCOC(=O)c1cc(-c2ccccc2)n(CCCC(=O)Nc2cccc(C)c2)c1C
entry no.,37,38,39,40,41,42
GLP-1R agonist,9%,6%,15%,2%,-6%,.
HEK293 tox,8%,0%,1%,6%,-15%,1%
KB-3-1 tox,-16%,13%,12%,0%,4%,0%
HT1080 IDH1KD tx,-3%,0%,0%,11%,4%,.
KB-V1 MDR tox,-2%,-1%,23%,-5%,-3%,-10%
HT1080NT lethal,-1%,3%,3%,17%,2%,.
TDP43 rescue,-7%,-3%,11%,-17%,25%,12%
SW480 rerep,?,-3%,-16%,-4%,-4%,.
GLP1R inv ag,?,0%,20%,15%,57%[activator],?
